HEK293 NFkB inh: lowers PMA/ionomycin-induced NF-kB signal in HEK293 cells; 62,000 compounds, 0.21% hits; inhibition, % at 3 µM; HEK-293 NF-kB luciferase reporter, luminescence; AID 465;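 active means inhibition above the mean of all tested compounds plus 3 SD, cut at about 40% in these data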;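 further: 0% = stimulated DMSO wells and 100% = 10 µM reference inhibitor 5653914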
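Material: HEK-293 cells with stable firefly luciferase reporter driven by four HIV NF-kB elements / Also added: PMA plus ionomycin mix as NF-kB-activating stimulus / Compound dosing: 3 µM once, 0.30% DMSO / Times: 1 h pretreatment, 16 h stimulation, 37 °C / Signal: luminescence / Evaluation: per-plate % inhibition versus controls / Benchmarks: DMSO and 10 µM reference inhibitor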
5HT1a antag: antagonists of human 5-HT1a serotonin receptor; CHO 5-HT1a Ga15 NFAT-bla reporter, antagonist mode; inhibition, % at 10 µM; P08908; 62,000 compounds, 0.68% hits;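 active means inhibition above the mean of all tested compounds plus 3 SD, cut at about 43% in these data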;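 further: receptor stimulated by 5-CT agonist at 100 nM near EC80; beta-lactamase reporter measured by ratiometric fluorescence of a cleavable substrate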
Jurkat viability: cytotoxicity toward Jurkat cells; Jurkat E6.1 viability, ATP luminescence, 48 h; inhibition, % at 4 µM; 56,000 compounds, 1.2% hits;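 active means inhibition above the mean inhibition of all tested compounds plus 3 SD, cut at about 28% in these data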
HTR1E antagonist: 5-HT1E (human) receptor antagonism. CHO 5-HT1E Ga15 NFAT-bla reporter, FRET, antagonist. 65,000 compounds, 0.99% hits. inhibition, % at 6 µM. AID 571;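 active means inhibition above a set limit, the mean inhibition across every tested compound plus 3 SD, cut at about 29% in these data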;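 further: signal is the 460 over 535 nm emission ratio of beta-lactamase substrate; 0% = agonist plus DMSO wells and 100% = wells without agonist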
S1P3 agonist: agonists of human S1P3 receptor; S1P3 NFAT-BLA reporter cells, agonism, FRET ratio; relative to 1 µM S1P, basal subtracted; activation, % at 4.5 µM; 60,000 compounds, 0.1% hits; AID 373;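 active means activation above the screen-wide mean plus 3 SD, cut at about 4.5% in these data, passing the limit was not always enough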; further: some compounds called inactive have numbers as strong as hits
Target sequence (Q99500 whole entry, looked up): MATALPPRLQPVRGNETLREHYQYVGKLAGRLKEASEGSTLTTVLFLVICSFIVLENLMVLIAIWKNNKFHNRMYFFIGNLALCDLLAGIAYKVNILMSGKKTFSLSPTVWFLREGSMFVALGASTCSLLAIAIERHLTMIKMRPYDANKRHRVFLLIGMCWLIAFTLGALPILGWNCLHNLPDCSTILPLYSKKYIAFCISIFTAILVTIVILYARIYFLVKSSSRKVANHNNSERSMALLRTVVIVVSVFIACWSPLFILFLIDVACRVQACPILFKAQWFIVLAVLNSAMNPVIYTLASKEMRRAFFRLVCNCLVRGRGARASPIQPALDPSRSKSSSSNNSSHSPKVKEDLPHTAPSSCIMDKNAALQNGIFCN
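Measure – % activation relative to 1 µM S1P (100%), per plate · System – stable CHO line with human S1P3, Gα16, NFAT-BLA reporter · Timing – cells plated overnight, compound 4 h 37 °C, substrate 2 h RT · Technique – fluorescent BLA substrate, ex 405 nm, em 460/535 nm ratio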
HTR1E agonist: 5-HT1E (human) receptor agonism | P28566 | CHO 5-HT1E Ga15 NFAT-bla reporter, FRET; 0% DMSO wells, 100% control agonist wells | activation, % at 6 µM | 65,000 compounds, 0.69% hits;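 active means activation above a set limit, the screen-wide mean activation plus 3 SD, cut at about 8.5% in these data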;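 further: 100% = positive control agonist at 1 µM giving full maximal response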
S1P1 ag pot: S1P1 (human) agonism or agonism potentiation. activation, % at 9.5 µM. P21453. 56,000 compounds, 0.57% hits. AID 449. S1P1 CRE-bla cells, forskolin, beta-lactamase FRET, potentiator mode; S1P1 agonist co-added at EC20, 2 nM; 100% = saturating reference agonist, 0% = basal;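 active means activation above a cutoff set at the mean activation of all tested compounds plus 3 SD, cut at about 54% in these data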;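 further: forskolin at 4 µM as EC80 and the EC20 agonist is SEW2871; 100% = SEW2871 at its EC100 plus forskolin at EC80; some compounds past the cut are filed as inactive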
Target sequence (P21453 whole entry, looked up): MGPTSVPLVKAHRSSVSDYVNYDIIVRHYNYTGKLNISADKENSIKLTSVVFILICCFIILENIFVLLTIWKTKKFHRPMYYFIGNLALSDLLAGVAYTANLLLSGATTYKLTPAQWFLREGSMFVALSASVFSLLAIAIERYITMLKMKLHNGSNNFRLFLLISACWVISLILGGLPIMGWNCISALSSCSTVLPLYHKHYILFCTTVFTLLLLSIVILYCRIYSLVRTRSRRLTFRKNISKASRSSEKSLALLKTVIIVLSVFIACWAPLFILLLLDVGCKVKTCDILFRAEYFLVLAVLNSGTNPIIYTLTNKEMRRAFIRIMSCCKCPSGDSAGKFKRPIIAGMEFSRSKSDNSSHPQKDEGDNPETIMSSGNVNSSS
D1 mod: D1 dopamine receptor (human) allosteric modulation | P21728 | HEK293 D1, CRE-luciferase, dopamine EC30 potentiation; actives deviate in either direction | B-score at 10 µM | 58,000 compounds, 5.9% hits | AID 641;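 active means luminescence count or its row- and column-corrected plate score outside the 99.7% band of the plate's sample wells, on either side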
5HT1a ag: 5-HT1a (human) receptor agonism. P08908. CHO 5-HT1a Ga15 NFAT-bla reporter, FRET ratio; 0% basal, 100% maximal reference agonist. activation, % at 10 µM. 65,000 compounds, 0.56% hits. AID 567;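 active means activation above the screen-wide mean activation plus 3 SD, cut at about 19% in these data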;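 further: 0% = DMSO wells and 100% = 5-CT at EC100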
* hit, by the source's call; / = not tested or not shown.

SMILES	HEK293 NFkB inh	5HT1a antag	Jurkat viability	HTR1E antagonist	S1P3 agonist	HTR1E agonist	S1P1 ag pot	D1 mod	5HT1a ag
COc1cccc(-c2nc(CS(=O)(=O)CC(=O)NCc3ccccc3)c(C)o2)c1	12	4	-1	11	-0.7	-0.2	-10	/	0.6
COc1cccc(N=C2SC(C(=O)Nc3ccccc3F)CC(=O)N2C)c1 (stereo not drawn)	-1	4	0	-5	-0.1	-0.1	-25	1.8	-1.9
Cc1ccc(-c2noc(CCC(=O)NCCCN3CCN(c4ccc(F)cc4)CC3)n2)cc1	4	15	2	-6	-1.1	0.3	-1	-5*	-3.0
CCn1c(=O)c2cc(C(=O)Nc3cc(C)on3)sc2c2ccccc21	9	-13	-1	2	0.0	0.5	-24	-1.1	-1.0
O=C(NCC1CCCO1)c1ccc(CS(=O)(=O)c2ccc(Br)cc2)o1 (stereo not drawn)	7	-16	2	-5	0.0	0.9	-14	-0.52	0.2
Cc1ccc(OCCCN(C)C)c(Br)c1	19	-12	-6	-4	-0.2	0.7	-9	/	-0.3
CN1CCN(Cc2c(O)ccc3c(=O)c(Oc4ccccc4Cl)c(C(F)(F)F)oc23)CC1	9	-19	0	3	-1.5	-0.5	19	0.59	0.1
CC(=O)c1cccc(NC(=O)c2ccc(N(C)S(C)(=O)=O)cc2)c1	6	-3	10	-2	-0.8	-0.5	/	0.63	-2.1
CCCSc1nc2c(c(=O)[nH]c(=O)n2C)n1Cc1ccc(C)cc1	-3	3	-2	6	0.5	-0.3	-5	-0.068	0.9
COc1cc(C(=O)Nc2ccc(NC(=O)c3ccco3)nc2)cc(OC)c1OC	-8	15	-4	8	-0.3	-0.3	-19	-0.79	0.3
c1ccc2c(c1)CCOC2CNCCCN1CCCCC1 (stereo not drawn)	/	/	/	3	-3.0	-0.7	6	/	0.1
COc1cccc(-c2nnc(SCC(=O)Nc3ccc4c(c3)OCCO4)n2Cc2ccco2)c1	-1	-12	9	10	0.5	0.9	-4	0.29	-1.8
CS(=O)(=O)c1ccc(Cl)c(NC(=O)COC(=O)CNC(=O)c2ccc(Br)o2)c1	13	1	15	-1	0.2	0.1	-7	-0.14	-3.7
Cc1nn(C(=O)c2ccc3c(c2)OCO3)c(N)c1-c1ccccc1	6	4	6	-2	-1.6	0.4	50	-5.7*	0.3
COc1ccc(CNS(=O)(=O)c2ccc(S(=O)(=O)N3CCCCC3)cc2)cc1	18	-6	5	3	0.1	0.3	-51	0.11	0.7
Cc1ccc(NC(=O)CSc2nnc(C3CCCCC3)n2N)cc1F	20	-3	4	-1	-0.4	1.1	-4	0.17	-0.2
CN(Cc1nc(-c2cccnc2)no1)S(=O)(=O)c1ccccc1	20	-2	-3	4	-0.7	0.3	9	0.23	1.8
CCc1ccccc1N1C(=O)C2CC=CCC2C1=O (stereo not drawn)	15	-8	-3	2	-1.7	-0.3	-14	0.36	-2.0
O=C(CN1C(=O)CSc2ccccc21)Nc1ccc2c(c1)OCCO2	11	3	/	7	/	-0.5	/	0.4	-0.1
Cc1ccc(C(=O)CC2(O)C(=O)N(CN3CCOCC3)c3ccccc32)cc1 (stereo not drawn)	-1	-4	1	-9	-0.6	2.3	9	0.12	-1.4
Cc1cc(C)c2c(CN3CCN(Cc4ccc5c(c4)OCO5)CC3)cc(=O)oc2c1	10	-12	5	-11	-0.6	-0.7	6	-0.02	-1.1
O=C(C1CCN(S(=O)(=O)c2ccc(F)cc2)CC1)N1CCOCC1	21	-8	4	-1	-0.6	0.4	-20	-0.38	1.5
CCOc1cc(CN2CCOCC2)cc(C(C)=O)c1	/	/	/	-5	-3.5	-0.8	0	/	-0.1
Cc1cc(/C=N/n2cnnc2)c(C)n1-c1cccc(C(=O)O)c1	9	-1	-5	-1	-0.8	0.5	-16	-0.054	-0.3
CC(C)COC(=O)C(N)C(C(=O)OCC(C)C)c1ccccc1 (stereo not drawn)	26	-3	6	-7	-0.1	-0.6	-15	/	-0.4

Three of these compounds in a different format.
Structure: COc1cccc(N=C2SC(C(=O)Nc3ccccc3F)CC(=O)N2C)c1 (stereo not drawn)
  HEK293 NFkB inh: -1 | 5HT1a antag: 4 | Jurkat viability: 0 | HTR1E antagonist: -5 | S1P3 agonist: -0.1 | HTR1E agonist: -0.1 | S1P1 ag pot: -25 | D1 mod: 1.8 | 5HT1a ag: -1.9
Structure: Cc1ccc(NC(=O)CSc2nnc(C3CCCCC3)n2N)cc1F
  HEK293 NFkB inh: 20 | 5HT1a antag: -3 | Jurkat viability: 4 | HTR1E antagonist: -1 | S1P3 agonist: -0.4 | HTR1E agonist: 1.1 | S1P1 ag pot: -4 | D1 mod: 0.17 | 5HT1a ag: -0.2
Structure: CS(=O)(=O)c1ccc(Cl)c(NC(=O)COC(=O)CNC(=O)c2ccc(Br)o2)c1
  HEK293 NFkB inh: 13 | 5HT1a antag: 1 | Jurkat viability: 15 | HTR1E antagonist: -1 | S1P3 agonist: 0.2 | HTR1E agonist: 0.1 | S1P1 ag pot: -7 | D1 mod: -0.14 | 5HT1a ag: -3.7

Going on with the list.
SMILES	HEK293 NFkB inh	5HT1a antag	Jurkat viability	HTR1E antagonist	S1P3 agonist	HTR1E agonist	S1P1 ag pot	D1 mod	5HT1a ag
O=C1C=C(NCC2CCCO2)CC(c2ccccc2)C1 (stereo not drawn)	11	-6	5	5	-1.5	0.6	-15	0.21	-1.1
Cc1cc(C)n(C(=O)C2CCCN2S(=O)(=O)c2ccc(Cl)cc2)n1 (stereo not drawn)	13	15	0	-19	-1.7	-0.6	7	-1.2	-0.8
CC(C)C(c1nnnn1Cc1ccccc1)N1CCN(Cc2ccco2)CC1 (stereo not drawn)	11	3	2	5	0.3	-0.1	4	-0.017	-1.3
Cc1cc(C(F)(F)F)nc(SCC(=O)Nc2ccccc2)n1	6	-4	3	-21	0.2	-0.2	-6	0.02	-1.4
O=C(CN1C(=O)C2C3C=CC(C3)C2C1=O)N1CCc2ccccc2C1 (stereo not drawn)	1	-5	2	12	-0.3	-0.3	-7	0.57	-0.3
O=C(Nc1cccc(-c2cn3ccccc3n2)c1)c1cnccn1	8	8	/	8	/	-0.4	/	0.23	-5.0
COCC(=O)Nc1ccc(N(C)C)cc1	12	-12	-1	-4	0.0	0.2	/	0.18	-1.3
Cc1ccc(OCCC(=O)Nc2c(C)n(C)n(-c3ccccc3)c2=O)cc1	16	-15	-5	3	-1.3	-0.1	5	-0.4	-1.9
COC(=O)c1ccc(CSc2ccc3nnc(-c4cccnc4)n3n2)o1	10	-19	7	5	-1.4	0.1	22	1.3	0.0
O=c1c2ccccc2nc(COc2ccccc2)n1/N=C/c1ccco1	0	-8	-6	4	-0.6	-0.9	8	4.1	-1.2
CC(C)N(Cc1nc(-c2ccccc2)no1)C(=O)Cc1ccccc1	18	16	-1	3	-1.7	-1.5	-6	-0.9	1.0
COc1ccc(NC(=O)C(CC(=O)O)Cc2ccccc2)cc1 (stereo not drawn)	7	-7	-11	-7	0.4	0.7	-19	0.44	1.3
CC(C)Cc1cc(C(=O)Nc2cc(Br)ccc2O)no1	2	17	61*	13	0.1	1.3	58	/	1.5
CCNc1sc(C(=O)c2cccs2)c(N)c1-c1nc2ccccc2s1	7	34	7	17	-1.9	-0.7	25	-0.003	-3.2
CCOc1ccc(CCNC(=O)C(CC)n2nc(C)n3c(cc4sccc43)c2=O)cc1OCC (stereo not drawn)	9	19	10	8	-1.0	0.0	16	-0.9	0.5
CC(=O)c1c(C)[nH]c(C(=O)OC2CCCCC2=O)c1C (stereo not drawn)	22	-4	-2	3	-0.4	-0.3	-1	-0.12	-0.1
Cn1nc(-c2ccc(Cl)cc2)c2cc(C(=O)NCC3CCCO3)sc21 (stereo not drawn)	11	18	4	-7	-0.1	0.6	-35	0.3	0.6
COc1ccc(OC)c(-c2cc(C(=O)N3CCCc4ccccc43)no2)c1	-4	11	-1	-6	-0.9	-2.6	-5	0.9	0.6
O=C(Nc1cccc(C(F)(F)F)c1)C1C2CC3OC(=O)C1C3C2 (stereo not drawn)	15	16	-3	13	-0.9	-0.9	16	-0.12	-3.5
CC(C)OCC(O)CN (stereo not drawn)	20	-14	-10	-4	0.4	0.0	-9	-0.09	-3.6
O=C(c1nn2cccnc2c1Cl)N1CCN(c2ccccc2)CC1	11	-9	-1	-9	-0.8	-1.3	/	/	-0.3
COC(=O)c1cc(S(=O)(=O)N2CCOCC2)ccc1Sc1ccccc1N	5	1	/	0	/	-1.1	/	0.22	-2.9
CCOC(=O)N1CCN(C2=Nc3cccc4cccc2c34)CC1	-1	-23	-2	3	-0.3	1.2	1	-0.19	71*
Cc1ccc(C(=O)CSc2nc3cc(S(=O)(=O)N4CCOCC4)ccc3o2)cc1	12	7	/	-1	/	-0.3	/	/	1.3
C/C(N)=C(/C#N)C(=O)CSc1ccc2c(c1)OCCO2	-10	-2	-9	-3	1.5	0.3	17	-1.5	-0.1
(cont.)
SMILES	HEK293 NFkB inh	5HT1a antag	Jurkat viability	HTR1E antagonist	S1P3 agonist	HTR1E agonist	S1P1 ag pot	D1 mod	5HT1a ag
O=C(CSc1nnc(-c2cccs2)o1)N1CCCc2ccccc21	3	-7	-5	-9	-1.3	0.0	-17	-0.55	-3.4
O=C(CN1CCN(c2ccccn2)CC1)NC1CCCC1	17	-6	2	-10	0.5	0.2	-2	1.1	-0.8
O=C(c1cc(-c2ccc(Cl)c(Cl)c2)on1)N1CCN(c2ccccc2)CC1	-2	-2	-2	-5	-0.8	0.2	-17	-0.04	-4.7
CCOC(=O)CCn1c(=O)c2c(nc(Br)n2Cc2ccccc2)n(C)c1=O	13	-3	7	7	-0.6	-1.1	12	-0.37	-0.9
Cc1cc(NC(=O)c2cc(CC(C)C)on2)n(-c2ccccc2)n1	12	12	-3	0	-0.1	0.4	-5	0.052	-0.3
Cc1ccc(C(=O)C2=C(O)C(=O)N(CCCN(C)C)C23C(=O)N(C)c2ccccc23)o1 (stereo not drawn)	11	0	-7	-5	0.0	0.4	-8	-1	-0.4
CC1CCCCN1C(=O)Cn1nnc(-c2cccnc2)n1 (stereo not drawn)	-5	-12	0	-7	0.1	0.7	10	-0.93	0.4
CCn1c(SCC(=O)Nc2ccc3c(c2)OCO3)nc2c(c1=O)SC(C)C2 (stereo not drawn)	21	5	-8	-2	-0.8	0.5	-6	1.6	0.0
CC(C)OC(=O)CC1=NC(=O)CS1	/	/	/	3	-5.2	-0.1	-15	-0.21	-0.2
CCOC(=O)C1=C(CC)Nc2ccccc2N=C1NC(=O)Cn1cnc2ccccc2c1=O	9	-2	-2	-8	-1.1	-0.1	15	-0.68	-0.6
Cn1c(=O)cc(SCC(=O)N2CCN(C3CCCCC3)CC2)c2ccccc21	13	-1	-1	-10	-1.1	-0.6	-9	-0.52	-2.2
CCCCNC(=O)CSc1cc(=O)n(C)c2ccccc12	15	-3	1	2	-0.1	0.0	1	-0.25	-1.0
CC(c1ccccc1)n1cc(C(=O)NCc2cccnc2)nn1 (stereo not drawn)	20	2	/	0	/	-0.1	/	0.14	-2.0
CC1CCN(C(=O)CSc2nnc(CNC(=O)COc3ccc(Cl)cc3)o2)CC1	12	8	/	12	/	0.7	/	-0.29	-1.1

Screening results as filed in PubChem BioAssay.
